# BLM inh = blocks DNA unwinding by human BLM helicase | P54132 | Potency, µM (titrated, usually from 56.1 µM), without a hit: top-dose activity change, negative = inhibition, actives largely listed as inhibitors | recombinant BLM DNA unwinding, fluorescence dequenching | actives 0.2% (n = 350,000);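 further: potency means the concentration at half of the fitted maximal effect; plate controls were vehicle for no effect and no enzyme for full effect; nearly all actives have a fitted effect of over 35% in size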
# Tb PGK inh = blocks T. brucei phosphoglycerate kinase; PGK/GAPDH coupled, Kinase-Glo luminescence, 60 min; Potency, µM (series often up to 57.5 µM), inactives show at the top dose activity change, negative = inhibition, usual class: inhibitors; actives 0.043% (n = 380,000); further: potency means the concentration at half of the fitted maximal effect; on the % scale 0 is the no-effect control and ±100 the full control effect; nearly all actives have a fitted effect of over 60% in size
#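 Luminescent ATP detection (Kinase-Glo Plus) follows a 60-minute room-temperature incubation, with wells lacking PGK as controls. Buffer: 100 mM TEA (pH 7.6), 5 mM MgCl2, 0.01% Tween-20. Coupling enzyme GAPDH (100 nM final) supplies unstable 1,3-BPG in-well.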
# Pol kappa inh = blocks human DNA polymerase kappa activity. Q9UBT6. purified Pol kappa, fluorescent DNA synthesis assay, 10 min. Potency, µM (highest dose often 107 µM), without a hit: top-dose activity, negative = inhibition, actives largely listed as inhibitors. actives 0.53% (n = 400,000); further: potency means the concentration at half of the fitted maximal effect; on the % scale 0 is the no-effect control and ±100 the full control effect
#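 Pol kappa 10 nM + cpd, 15 min RT; start w/ substrate 50 nM final; fluorescence kinetic read, 0 and 10 min. Neg ctrl: buffer, no enzyme.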
# Apoferritin bind = binds horse apoferritin like a general anesthetic. apoferritin/1-aminoanthracene competitive binding, fluorescence. Potency, µM (top dose mostly 77.5 µM), inactives show at the highest dose activity change, negative = displacement, most hits filed as inhibitors. actives 0.074% (n = 350,000). AID 485281. P02791; further: potency means the concentration at half of the fitted maximal effect; on the % scale 0 is the no-effect control and ±100 the full control effect; nearly all actives have a fitted effect of over 20% in size
# Target sequence (P02791 2-175 limits assumed): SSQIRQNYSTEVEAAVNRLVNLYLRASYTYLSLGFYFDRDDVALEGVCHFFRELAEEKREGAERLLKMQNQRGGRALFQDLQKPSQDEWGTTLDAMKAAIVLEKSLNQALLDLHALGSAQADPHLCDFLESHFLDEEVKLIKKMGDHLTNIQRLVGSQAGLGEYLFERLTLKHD
#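 Read-out: endpoint 1-AMA fluorescence, excitation 380 nm and emission 535 nm, after compounds sit 10 min at room temperature with 10 uM horse-spleen apoferritin in 50% saturated 1-AMA/PBS. Values come from four-parameter Hill fits.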
# APEX1 inh = inhibitors of human APE1 endonuclease | recombinant APE1, TAMRA/BHQ-2 abasic DNA cleavage fluorescence | Potency, µM (highest dose often 65.8 µM), for the others: top-dose activity change, negative = inhibition, actives largely listed as inhibitors | actives 0.35% (n = 350,000);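 further: potency means the concentration at half of the fitted maximal effect; plate controls were vehicle for no effect and reference inhibitor for full effect; nearly all actives have a fitted effect of over 55% in size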
#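 Step 1: APE1 (0.75 nM) with compound, 15 min RT. Step 2: add 50 nM fluorophore/quencher THF duplex. Step 3: three fluorescence reads 60 s apart (525/598 nm); read 3 minus read 1 = reaction progress.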
# Pol beta inh = blocks human DNA polymerase beta activity. P06746. Pol beta primer extension/strand displacement, fluorescence kinetic. Potency, µM (top dose mostly 114 µM), for inactives: at the top dose activity change, negative = inhibition, usual class: inhibitors. actives 1.3% (n = 340,000). AID 485314; further: potency means the concentration at half of the fitted maximal effect; on the % scale 0 is the no-effect control and ±100 the full control effect
#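 Reaction started by 50 nM substrate onto compound-treated Pol beta (10 nM, 15 min preincubation, room temperature); plates read at 0 min and 10 min. Normalized concentration-effect data fitted by four-parameter Hill equation.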
# Pol iota inh = DNA polymerase iota (human) inhibition. actives 1% (n = 390,000). Q9UNA4. Potency, µM (top dose mostly 115 µM), for the others: top-dose activity, negative = inhibition, usual class: inhibitors. AID 588590. Pol iota fluorescent replication assay, 10 min; further: potency means the concentration at half of the fitted maximal effect
# Target sequence (Q9UNA4 whole entry, looked up): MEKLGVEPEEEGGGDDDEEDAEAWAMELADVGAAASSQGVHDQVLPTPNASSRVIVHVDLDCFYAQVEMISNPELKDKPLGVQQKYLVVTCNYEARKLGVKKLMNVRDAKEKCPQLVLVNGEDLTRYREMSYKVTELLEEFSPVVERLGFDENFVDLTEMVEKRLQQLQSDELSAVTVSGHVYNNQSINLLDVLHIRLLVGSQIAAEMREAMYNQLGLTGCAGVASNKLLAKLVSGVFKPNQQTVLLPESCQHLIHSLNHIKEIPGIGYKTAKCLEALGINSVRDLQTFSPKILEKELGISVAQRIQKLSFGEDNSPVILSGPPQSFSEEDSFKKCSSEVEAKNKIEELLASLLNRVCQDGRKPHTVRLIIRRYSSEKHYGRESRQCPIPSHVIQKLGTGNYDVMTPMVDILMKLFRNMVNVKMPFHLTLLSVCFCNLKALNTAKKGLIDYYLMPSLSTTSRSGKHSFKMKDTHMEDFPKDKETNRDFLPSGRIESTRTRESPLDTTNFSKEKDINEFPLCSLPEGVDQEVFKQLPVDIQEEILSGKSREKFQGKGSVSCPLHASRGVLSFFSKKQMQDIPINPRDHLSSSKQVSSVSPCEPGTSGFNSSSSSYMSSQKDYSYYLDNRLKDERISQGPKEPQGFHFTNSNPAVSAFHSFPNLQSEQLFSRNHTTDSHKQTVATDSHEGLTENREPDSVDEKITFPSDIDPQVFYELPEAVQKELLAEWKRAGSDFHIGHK
#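 Fluorescent replication assay read twice, at 0 min and 10 min after adding 50 nM (final) substrate. Enzyme (10 nM) and compounds were first incubated 15 min at room temperature; enzyme-free buffer wells were negative controls.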
# POLH inh = DNA polymerase eta (human) inhibition | Potency, µM (doses to about 114 µM), for the others: at the top dose activity change, negative = inhibition, hits mostly inhibitors | Q9Y253 | recombinant Pol eta, fluorescent DNA replication assay | actives 1.2% (n = 390,000); further: potency means the concentration at half of the fitted maximal effect; on the % scale 0 is the no-effect control and ±100 the full control effect
#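 Fluorescent replication assay: 50 nM final substrate added after a 15 min room-temperature compound preincubation with 10 nM enzyme. Signal taken at 0 min and again at 10 min.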
# RXFP1 antagonist = antagonists of human relaxin receptor RXFP1 | AID 1259400 | Q9HBX9 | activity change, negative = inhibition, % at 57.5 µM | HEK293-RXFP1, relaxin-stimulated cAMP HTRF, 30 min; hits give low values | actives 0.59% (n = 350,000);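 active means activity change of -60% or lower, but not beyond a set lower limit; inconclusive means change between -60% and -40%, or beyond the set limit; inactive means change above -40%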; further: on the % scale 0 is the no-effect control and ±100 the full control effect
# * = called active by the depositor; i = inactive; ? = inconclusive; / = not tested or not shown; [ ] = another dose, or the depositor's remark. Unless noted, the call rests on the fitted dose curve; in most records, active means well fitted curve in the direction sought with a large enough effect; inconclusive means small, poorly fitted or top-dose-only effect, or another doubt; inactive means no such curve, though single readings can be large; an effect the other way counts as inactive or inconclusive. Only part of the results is shown, so the mix of outcomes need not match the whole.
SMILES,BLM inh,Tb PGK inh,Pol kappa inh,Apoferritin bind,APEX1 inh,Pol beta inh,Pol iota inh,POLH inh,RXFP1 antagonist
CN(CCc1cn[nH]c1)Cc1nc(C(c2ccccc2)c2ccccc2)no1,-10%,-5%,-3%,-18%,-1%,0%,60%[activator],-5%,-2
CCN(CC)S(=O)(=O)c1cc(Cl)ccc1OC,-14%,-8%,3%,-10%,21%,1%,46%[activator],-17%,-5
COCCNC(=O)C1CCC(=O)N1S(=O)(=O)c1ccc(C)cc1 (stereo not given),-3%,-10%,-1%,-2%,15%,2%,46%[activator],-4%,5
CCOC(=O)c1cnc2ccc(Cl)cc2c1Nc1ccc(N2CCOCC2)cc1,-8%,4%,-1%,-18%,/,0%,33%[activator],-8%,-11
CCOC(=O)CCC(NC(=O)c1ccc(NCN2C(=O)CCC2=O)cc1)C(=O)OCC (stereo not given),11%,-13%,16%,-12%,5%,14%,-8%,-13%,11
Cc1ccccc1OCC(=O)NCCC(=O)O,0%,-4%,-6%,-7%,-2%,0%,2%,-16%,13
CCCCn1nc2cc(C(=O)NCCc3ccc(C)cc3)ccc2c1OCC,-3%,-5%,8%,-9%,-6%,-9%,-21%,-19%,/
COc1ccc(NC(=O)CSc2ncnc3c2cnn3Cc2ccccc2)cc1OC,0%,-7%,0%,-19%,1%,-1%,-1%,-13%,-15
CC(=O)N1CCN(c2ccnc3cc(Cl)ccc23)CC1,5%,4%,-15%,-3%,6%,7%,41%[activator],-17%,3
Cc1ccc(C(=O)N(CC(=O)Nc2sc(C)c(C)c2C(N)=O)C2CCCC2)cc1,-2%,4%,-17%,-10%,-18%,4%,47%[activator],-11%,-8
Cc1ccccc1OCC(=O)Nc1cc(S(=O)(=O)N2CCOCC2)ccc1N1CCCC1,/,i,3%,/,47%[activator],/,10%,-15%,-2
CCNC(=O)C(Cc1ccccc1)NC(=O)OCc1ccccc1 (stereo not given),-9%,0%,7%,-2%,4%,4%,17%,-15%,3
CCC1(C)OC(=O)N(CCCn2ccnc2C)C1(C)O (stereo not given),0%,-8%,4%,-7%,-7%,28%,11%,-11%,3
CC1CC(C)CN(S(=O)(=O)N2CCCC(C(=O)NC3CCCCC3)C2)C1 (stereo not given),-3%,-7%,-4%,-1%,24%,31%,4%,5%,-17
Cn1cc(C(N)=O)c2ccccc21,-1%,1%,-7%,-1%,-3%,3%,2%,-10%,/
C[N+](C)(C)CCOC(=O)C1(c2ccccc2)CCCC1,-7%,-6%,-16%,-9%,3%,-2%,22%,-14%,2
CCN(C(=O)C(C)OC(=O)C1C(C(=O)OC)=C(C)NC(C)=C1C(=O)OC)c1ccccc1 (stereo not given),0%,2%,-6%,-1%,0%,3%,22%,-9%,7
CN1CCCC1CCO[C@@](C)(c1ccccc1)c1ccc(Cl)cc1 (stereo not given in full),0%,/,0%[60.1 µM],-13%,1%,/,/,/,/
COc1ccc(C(=O)O)cc1S(=O)(=O)N(C)C,-5%,i,-7%,0%,-6%,32%,22%,-8%,14
COc1ccc(NC(=S)N2CCN(C/C=C/c3ccccc3)CC2)cc1OC,0%,-6%,-20%,-14%,-3%,3%,3%,-17%,1
O=C1/C(=C/c2cccnc2)Cc2ccc(Cl)cc21,/,-6%,1%,/,-7%,/,-9%,1%,/
NS(=O)(=O)c1ccc(CCNC(=O)c2ccc([N+](=O)[O-])s2)cc1,-8%,1%,-5%,-4%,-3%,5%,139%[activator],-14%,7
CN1C(=O)c2ccccc2Sc2ccc(NC(=O)N3CCN(c4ccccc4F)CC3)cc21,-9%,-4%,1%,-14%,/,1%,?,2%,-16
O=C(O)CCn1c(SCCOc2ccccc2F)nc2ccccc21,-6%,-2%,-6%,-6%,46%[activator],1%,?,-4%,-1
CCc1ccc(N=C2NC(=O)/C(=C/c3cc(OC)c(OC)c(OC)c3)S2)cc1,-3%,-11%,3%,?,28%,-6%,14%,-10%,-11
CC(C#N)Sc1ncnc2sc3c(c12)CCC3 (stereo not given),-2%,i,-4%,-16%,1%,13%,30%,-14%,2
Brc1ccc(-n2c(SCc3nc4ccccc4[nH]3)nnc2-c2ccncc2)cc1,4%,i,-4%,-11%,2%,19%,-7%,-20%,-8
O=C(c1cn(-c2ccccc2)nc1-c1ccc(Br)cc1)N1CCOCC1,-2%,i,-3%,-1%,1%,26%,21%,-19%,-9
Cc1ccc(C2NNC(=O)C2NC(=O)c2ccccc2)cc1 (stereo not given),0%,-8%,-4%,-12%,-1%,0%,?,-12%,-11
CCc1ccc(CN2CCC(Oc3ccc(C(=O)N4CCCCC4)cc3)CC2)cc1,2%,4%,-9%,-24%,-13%,32%,26%,-12%,-13
O=C(O)CSc1nc(-c2ccccc2)nc2c1oc1ccccc12,-6%,2%,-3%,-12%,-5%,-1%,0%,-3%,19
Cc1ccc2cc(C(c3nnnn3C3CCCC3)N(Cc3ccccc3)Cc3ccco3)c(=O)[nH]c2c1 (stereo not given),-2%,-12%,-11%,-23%,-2%,0%,32%[activator],-5%,-10
Cc1nnc(C)n1/N=C/c1ccc(-c2ccccc2)cc1,-5%,i,0%,?,1%,2%,5%,-8%,-11
COc1ccc(NCC(=O)N/N=C(\C)c2cc3ccccc3o2)cc1,-15%,9%,0%,?,-7%,2%,19%,-19%,-3
COc1ccc(C(=O)/C=C/C(=O)N(Cc2ccccc2)C(C(=O)NC2CCCCC2)c2ccncc2)c(O)c1 (stereo not given),-1%,-3%,-8%,?,-5%,1%,13%,-15%,/
Nc1nc(-c2sc3nc4c(cc3c2N)CCCC4)nc(N2CCOCC2)n1,-6%,i,-7%,-14%,12%,0%,113%[activator],-15%,-3
COc1ccccc1CCNC(=O)C1(c2cccs2)CCOCC1,3%,i,-6%[60.1 µM],-4%,/,-2%,3%,-7%,/
COc1ccc([N+](=O)[O-])cc1NC(=O)Nc1ccc(OC)c(OC)c1,32µM*,11%,-22%,-20%,3%,20µM*,-29%,-9%,-5
Cc1nc2ccccn2c1-c1ccnn1S(=O)(=O)c1ccc(F)cc1,-3%,-2%,-3%,-12%,14%,18%,11%,-8%,-5
CCOc1ccc(S(=O)(=O)N(CC)CC(=O)N2CCOCC2)cc1C,-2%,-4%,-3%,-3%,8%,-1%,45%[activator],-13%,5
Cc1ccc(S(=O)(=O)n2nc(-c3ccco3)nc2N)cc1,-8%,7%,-1%,-11%,5%,1%,106%[activator],-8%,-7
CC(=O)N1SC(N)=NC1c1ccccc1 (stereo not given),-2%,-7%,3%,-11%,-1%,1%,8%,-13%,-13
O=C(CSc1nnc(-c2ccccn2)n1Cc1ccco1)c1ccccc1,-2%,3%,-8%,-12%,-1%,29%,?,6%,-16
CCOc1ccccc1N(CC(=O)NCCc1ccccc1)C(=O)CCC(=O)Nc1ccccn1,0%,7%,2%,-5%,37%[12.4 µM],0%,9%,-24%,1
CCCN(C(=O)c1cc(Cl)nc2ccccc12)C1CCS(=O)(=O)C1 (stereo not given),/,3%,2%,/,-2%,/,24%,-3%,7
COc1ccc(CCNc2nc(N3CCCCC3)nc(N3CCCCC3)n2)cc1OC,-8%,i,-8%,-2%,-8%,?,-9%,-18%,-10
Cc1ccc(C(=O)c2ccccc2C(=O)OCC(=O)N2C(C)CCCC2C)cc1 (stereo not given),/,-6%,-3%,/,19%,/,-2%,-12%,1
Cc1cc(OCC(=O)Nc2ccc(S(=O)(=O)N3CCN(C)CC3)cc2)ccc1Br,-3%,-5%,-25%,?,21%,0%,8%,-13%,-12
CN(Cc1ccccc1F)C(=O)c1ccccc1Sc1ccccc1C#N,-12%,4%,-6%,-3%,4%,0%,7%,-27%,0
CCN(CC)C(=S)NC(=O)Cc1ccccc1,-4%,-8%,-5%,-7%,1%,14%,29%,-5%,4

# The last 3 compounds of the part before open the next one:
SMILES,BLM inh,Tb PGK inh,Pol kappa inh,Apoferritin bind,APEX1 inh,Pol beta inh,Pol iota inh,POLH inh,RXFP1 antagonist
Cc1cc(OCC(=O)Nc2ccc(S(=O)(=O)N3CCN(C)CC3)cc2)ccc1Br,-3%,-5%,-25%,?,21%,0%,8%,-13%,-12
CN(Cc1ccccc1F)C(=O)c1ccccc1Sc1ccccc1C#N,-12%,4%,-6%,-3%,4%,0%,7%,-27%,0
CCN(CC)C(=S)NC(=O)Cc1ccccc1,-4%,-8%,-5%,-7%,1%,14%,29%,-5%,4
COc1cc(/C=C2/SC(=S)N(CCC(=O)Nc3ccccc3)C2=O)cc(OC)c1OC,-2%,-11%,0%,-3%,49%[activator],-25%,71%[activator],-4%,-4
COc1ccc2[nH]c(=O)c(CN(Cc3cccnc3)C(=S)NCC3CCCO3)cc2c1 (stereo not given),-5%,i,-7%,8%,0%,1%,142%[activator],-10%,-6
C/C(=N\NC(=O)c1ccoc1C)c1cccnc1,6%,0%,?,-1%,24%,50%,?,-14%,/
COc1cc(OC)cc(OCC(O)Cn2cnc(-c3ccccc3)c2)c1 (stereo not given),4%,6%,-11%,2%,12%,-2%,-6%,-13%,6
CCCc1nnc2n1N=C(c1ccc(OC)c(OC)c1)CS2,3%,i,-9%,-12%,-3%,24%,-25%,-12%,2
O=C(CN1C(=O)/C(=C/c2ccccc2F)Sc2ccccc21)NCCCN1CCOCC1,4%,-6%,-2%,-15%,-11%,-2%,58%[activator],-19%,29
O=C(CSc1nnnn1C1CC1)Nc1cc(S(=O)(=O)N2CCCC2)ccc1Cl,/,-2%,4%,/,27%,/,20%,-7%,7
COc1ccc(C2CC(=O)Oc3ccc(OC)cc32)cc1 (stereo not given),/,5%,-7%,/,11%,/,23%,-18%,/
